Source: PubChem BioAssay
E-selectin induc – E-selectin induction on HUVECs | HUVEC E-selectin immunofluorescence imaging; normalized: neutral wells 0, TNF-alpha wells 100 | activation, % at 7.58 µM | 260,000 compounds, 0.37% hits;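 active = mean E-selectin-positive cell signal at least 10% of the positive control, reached in at least 60% of replicates, without over 20% cell loss; inconclusive = no rule given, readout overlaps actives, possibly toxicity-flagged; inactive = the rest, including those meeting only one limit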;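 note: in these data hits start at about 27%; measured in HUVEC primary endothelial cells; signal is the percent of cells scored E-selectin positive by PE staining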
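Test system: HUVEC | Signal: Immunofluorescence imaging | Read-out: Percent E-selectin-positive cells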
RAD54 branch – blocks human RAD54 Holliday junction branch migration; FAM/BHQ fluorescence; Q92698; 360,000 compounds, 0.14% hits; inhibition, % at 10.4 µM;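 active = mean normalized replicate activity at least 40 and at least half of replicates scoring 40 or more; inconclusive = only one of the two criteria met; inactive = mean below 40 and under half of replicates reaching 40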;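 note: 0% = median of neutral control wells and 100% = median of positive control wells; inhibitors cause a drop in the FAM fluorescence signal; in these data hits start at about 50%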
Target sequence (Q92698 whole entry, looked up): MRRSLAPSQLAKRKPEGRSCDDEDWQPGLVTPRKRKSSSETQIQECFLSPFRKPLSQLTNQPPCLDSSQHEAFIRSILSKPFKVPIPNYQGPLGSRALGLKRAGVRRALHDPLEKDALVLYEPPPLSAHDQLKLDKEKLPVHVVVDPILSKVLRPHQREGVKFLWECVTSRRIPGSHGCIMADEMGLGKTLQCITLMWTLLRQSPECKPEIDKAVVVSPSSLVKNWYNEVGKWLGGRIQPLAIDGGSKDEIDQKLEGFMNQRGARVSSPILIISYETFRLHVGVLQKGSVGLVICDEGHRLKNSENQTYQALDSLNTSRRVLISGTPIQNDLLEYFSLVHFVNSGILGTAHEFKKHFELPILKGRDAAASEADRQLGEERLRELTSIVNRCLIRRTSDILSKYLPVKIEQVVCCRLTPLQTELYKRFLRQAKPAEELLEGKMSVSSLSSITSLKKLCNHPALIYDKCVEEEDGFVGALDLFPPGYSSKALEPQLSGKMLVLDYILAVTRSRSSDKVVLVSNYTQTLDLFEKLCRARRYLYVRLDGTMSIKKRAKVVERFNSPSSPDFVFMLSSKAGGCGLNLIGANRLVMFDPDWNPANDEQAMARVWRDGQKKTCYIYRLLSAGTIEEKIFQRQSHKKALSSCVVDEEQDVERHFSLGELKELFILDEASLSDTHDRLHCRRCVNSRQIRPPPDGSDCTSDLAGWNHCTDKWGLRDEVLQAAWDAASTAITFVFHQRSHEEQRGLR
Casp6 inh – inhibitors of human caspase-6; P55212; purified caspase-6, Z-VEID-R110 cleavage fluorescence; 350,000 compounds, 0.53% hits; inhibition, % at 12.5 µM;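 active = mean inhibition across replicates at least about 35%, with every replicate also reaching that limit, limit read from the data; inconclusive = only one of the two criteria met; inactive = neither criterion met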;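 note: 0% = median of neutral control wells and 100% = no fluorescence left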
Target sequence (P55212 24-179 limits assumed): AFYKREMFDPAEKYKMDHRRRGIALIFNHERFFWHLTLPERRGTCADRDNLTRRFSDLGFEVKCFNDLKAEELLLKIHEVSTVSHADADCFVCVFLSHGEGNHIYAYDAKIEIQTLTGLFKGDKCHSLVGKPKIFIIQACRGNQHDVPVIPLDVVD
Target sequence (P55212 194-293 limits assumed): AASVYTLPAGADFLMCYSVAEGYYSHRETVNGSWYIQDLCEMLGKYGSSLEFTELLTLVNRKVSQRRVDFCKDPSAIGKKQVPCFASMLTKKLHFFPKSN
GSIS activator – GLuc luminescence reporter in INS-1E cells, primary screen for activators of glucose-dependent secretion of insulin; INS-1E GLuc reporter insulin secretion, 2-3 h; activation, % at 16.6 µM; 370,000 compounds, 0.61% hits; AID 743287;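 active = lowest replicate activation of at least 40%, so every replicate reaches that level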;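 note: 0% = median of neutral control wells and 100% = median of IBMX positive control wells; some compounds called inactive have numbers as strong as hits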
DENV2 CPE – DENV2-induced cell death inhibition; CPE inhibition, % at 9.99 µM; 350,000 compounds, 1.7% hits; DENV2-infected cells, cytopathic effect rescue, plate reader; in the data active = CPE inhibition above about 20%, passing the limit was not always enough; inconclusive = no clear call, values can overlap the other calls; tested in BHK-21 cells;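 note: 0% = median of neutral control wells and 100% = median of positive control wells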
CFTR F508del cor – CFTR F508del correction in bronchial cells. CFBE cells, YFP halide quenching; stimulated with forskolin plus potentiator P3; % fluorescence drop versus neutral controls. activity (quench increase), % at 7.58 µM. 350,000 compounds, 0.36% hits. AID 720511;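 active = mean added fluorescence quench of at least 8% versus neutral control, with both replicates also reaching 8%; inconclusive = only one of the mean or replicate conditions met; inactive = mean below 8% and not both replicates reaching 8%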;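 note: cells transiently co-express mutant CFTR-F508del with the halide-sensitive YFP; corrector assay measuring rescue of mutant channel to the surface after 24 h compound exposure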
RAD52 inh – blocks human RAD52 DNA annealing | 360,000 compounds, 0.46% hits | inhibition, % at 18.7 µM | recombinant RAD52 DNA annealing, FRET fluorescence;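 active = every replicate showing at least 50% inhibition; inconclusive = mean inhibition at least 50% but not in every replicate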
XiGFP reactiv – X-chromosome reactivation activator | XiGFP mouse fibroblasts, % GFP-positive cells imaging, 3 d; cells co-treated with 5-aza-dC sensitizer; scaled so ellipticine positive control = 100% | activation, % at 7.58 µM | 360,000 compounds, 0.055% hits | AID 743238;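 active = mean normalized replicate activation at least 10% and every replicate at or above 10%; inconclusive = only one of the two criteria met; inactive = mean below 10% and not all replicates reach 10%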;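 note: 0% = median of on-plate neutral control wells and 100% = ellipticine 6 µM median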
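Material: XiGFP fibroblasts, SV40-immortalized; Buffer or medium: DMEM containing 5-aza-dC; Compound dosing: single point; Times: 3 days compound exposure.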
* hit, by the source's call; ? = inconclusive; . = not tested or not shown; & = joins results of further samples.

SMILES | E-selectin induc | RAD54 branch | Casp6 inh | GSIS activator | DENV2 CPE | CFTR F508del cor | RAD52 inh | XiGFP reactiv
O=C(CN1CCN(c2ccccn2)CC1)Nc1nc2ccccc2s1 | 0.0 | 5 | -1 | -12 | -1 | 0.2 | -8 | 0.3
Cc1cc(C(=O)O/N=C(\N)c2ccncc2)ccc1[N+](=O)[O-] | 3.9 | . | 0 | . | 0 | 0.1 | -7 | 0.0
COc1ccccc1NC(=O)Cc1nnc(SCC(=O)Nc2ccccc2F)n1C | 3.9 | 4 | -1 | 5 | 6 | -4.3 | -5 | -0.1
Cn1cccc1Cc1nnc(SCC(=O)Nc2cccc(F)c2)n1-c1ccc(F)cc1 | -0.1 | -2 | -1 | -17 | 7 | 0.5 | -53 | 0.3
CCCNC(=O)N1C[C@@H](O)COC[C@@H]2O[C@H](CC(=O)N[C@@H]3CCN(Cc4ccccc4)C3)CC[C@H]21 | 0.1 | 3 | . | 5 | -3 | -1.0 | . | 0.7
O=S1(=O)C=C(SCc2ccc(F)cc2)Nc2ccccc21 | 3.1 | . | 1 | 25 | -3 | -0.3 | 1 | 0.0
O=C(Nc1ccc(Cl)c(Cl)c1)N[C@@H]1CC[C@@H](CCn2cc(C3CCCC3)nn2)O[C@H]1CO | -0.1 | . | -3 | -22 | 1 | -0.3 | -5 | 0.0
C[C@H]1CN([C@@H](C)CO)C(=O)Cc2cc(NC(=O)Cc3ccccc3)ccc2O[C@H]1CN(C)Cc1ccncc1 | 3.9 | 4 | 0 | -8 | -5 | 1.3 | 8 | 0.1
O=C(COc1ccc(Cl)cc1Cl)N(C1CCCCC1)C1CCS(=O)(=O)C1 (stereo not drawn) | -0.1 | -5 | 5 | -10 | 14 | 1.3 | 1 | 0.2
Cc1cn([C@H]2C[C@H](O)[C@@H](CNCc3cccn3-c3ccncc3)O2)c(=O)[nH]c1=O | 0.8 | 3 | -1 | 16 | -3 | -1.6 | -8 | 0.1
O=C(/C=C/c1ccco1)N1CCN(S(=O)(=O)c2cccc([N+](=O)[O-])c2)CC1 | 0.0 | -8 | 8 | -5 | -3 | 2.4 | -11 | 0.3
COc1ccccc1-c1ccc2c(c1)O[C@H](CN(C)C(=O)Nc1cccc(F)c1)[C@@H](C)CN([C@@H](C)CO)S2(=O)=O | . | 1 | -2 | -20 | 3 | -3.3 | 13 | -0.1
C[C@@H]1CCCCO[C@H](CN(C)Cc2ccc(Cl)c(Cl)c2)[C@@H](C)CN([C@@H](C)CO)C(=O)c2cc(N(C)C)ccc2O1 | 0.1 | -5 | -3 | -7 | 15 | -1.8 | -25 | 0.0
Nc1nc2c(ncn2[C@@H]2O[C@H](CNCc3cnc(N4CCOCC4)nc3)[C@@H](O)[C@H]2O)c(=O)[nH]1 | 6.3 | -1 | 0 | 9 | -1 | -3.7 | -20 | -0.1
Cc1ccnc(NC(=O)CCC(=O)N(CC(=O)NCCc2ccccc2)Cc2cccs2)c1 | 3.9 | 2 | -2 | 7 | 2 | -0.1 | -14 | 0.0
CCCC1CC(=O)OC1(C)C(=O)CSc1n[nH]c(-c2ccccc2)n1 (stereo not drawn) | . | . | 2 | -10 | 5 | 1.8 | -13 | .
N#CCCN(C(=O)COC(=O)Cc1c[nH]c2ccccc12)c1ccccc1 | 0.6 | -3 | -99 | -11 | -3 | -1.6 | 2 | 0.1
CCOC(=O)[C@@H]1[C@H]2COc3cc(OC)ccc3[C@H]2N2C(=O)N(c3ccc(OC)cc3)C(=O)[C@]12C | 0.2 | -8 | 5 | -6 | -10 | 2.5 | -15 | -0.1
CCCn1nc(C(=O)NNC(=O)CCCOc2ccc(OC)cc2)c2ccccc2c1=O | 0.1 | -3 | -4 | 1 | -2 | -0.9 | -13 | 0.2
COc1ccc(NC(=O)N[C@H]2CC[C@@H](CC(=O)NC3CCC3)O[C@@H]2CO)cc1 | -0.9&-0.2 | 2 | -3&2 | 9&16 | -4&3 | -2.6&-0.2 | 1&-4 | 0.4&0.2
CCC(=O)N1C[C@H](O)COC[C@H]2O[C@@H](CC(=O)NCc3ccc(Oc4ccccc4)cc3)CC[C@@H]21 | -0.1 | -2 | -3 | 0 | 92* | 0.5 | 10 | 0.1
CN(C)CCn1c2c(c(SCC(=O)Nc3cccc(C(F)(F)F)c3)nc1=O)CCCC2 | . | 4 | -1 | -20 | ? | 4.2 | 14 | 0.0
CCOc1ccc(NS(=O)(=O)c2ccc(C(=O)NCc3cccnc3)cc2)cc1 | -2.6 | . | -4 | -23 | -3 | 2.0 | -4 | 0.1
O=C(CCCOc1ccc(Br)cc1)Nc1ccc(S(=O)(=O)N2CCOCC2)cc1 | 0.0 | 8 | 3 | -6 | 3 | -3.5 | -5 | 0.0
O=C(NCCc1cccs1)C12CN(Cc3ccccc3)CC1C(c1cccc([N+](=O)[O-])c1)=NO2 (stereo not drawn) | 0.2 | 3 | 11 | -16 | . | 2.6 | -7 | 0.0
CCCC(=O)N1CC2(C1)CN(C(=O)Nc1c(C)noc1C)[C@@H](CO)c1c2c2ccc(OC)cc2n1C | -0.2 | . | . | 26 | 5 | 1.5 | . | 0.2
CCOCCCNC(=O)CCc1ccc(-n2cnc3cccnc32)cc1 | -0.1 | 2 | 0 | -5 | -1 | -1.5 | -32 | 0.5
Cc1cc(Nc2ccccc2Br)n2nc(C)nc2n1 | 0.8 | 4 | -2 | 3 | 4 | -1.1 | 11 | 0.0
Cc1ccc(C(=O)N/C(=C/c2ccccc2)C(=O)NCc2ccncc2)cc1 | . | -5 | 1 | -5 | -4 | 0.1 | -15 | 0.0
C[C@@H]1CN([C@H](C)CO)C(=O)Cc2cc(NC(=O)CCCN(C)C)ccc2O[C@H]1CN(C)C(=O)Nc1ccc2c(c1)OCO2 | . | -4 | -2 | 12 | 1 | 2.3 | -75 | 0.1
CCCN1C[C@@H](C)[C@@H](OC)CN(C)C(=O)c2cc(NC(=O)c3ccccc3F)ccc2OC[C@@H]1C | -0.6 | 0 | 1 | 4 | -2 | 0.7 | 5 | -0.3
CN(CC(=O)Nc1ccc(Cl)cc1)C(=O)C1CCCC1 | -0.1 | -1 | 1 | 12 | 2 | -0.9 | -8 | 0.2
C/C(=N/NC(=O)CCCOc1ccc(Cl)cc1Cl)c1ccc(C)o1 | 0.8 | 5 | . | -22 | . | . | . | 0.0
Cn1nc(C(=O)OCC(=O)Nc2ccc(C(N)=O)cc2)c2ccccc2c1=O | 0.0 | 2 | -3 | 14 | -7 | -1.2 | -9 | 0.0
Cc1oc(-c2ccccc2F)nc1CSCC(=O)NC1CCCC1 | 0.2 | . | 0 | 1 | 7 | -2.8 | -9 | 0.0
CC(=O)N1CCN=C1SCc1ccc(Br)cc1 | . | -6 | -6 | -11 | 4 | 2.6 | -7 | 0.7
Cc1nnc(NC(=O)CSc2nnc(-c3ccccc3)n2C)s1 | . | . | 0 | 20 | 3 | 0.8 | 2 | 0.1
CO[C@@H]1CN(C)C(=O)c2ccc(NC(C)=O)cc2OC[C@H](C)N(C(=O)c2ccccn2)C[C@@H]1C | -0.3 | -5 | 2 | -10 | -7 | 3.3 | -6 | 0.0
O=C1Nc2ccccc2-c2nnnn2C1N1CCCC1 (stereo not drawn) | 0.2 | . | -11 | 28 | -15 | 0.3 | 0 | 0.4
O=C(Cn1cnc2cc([N+](=O)[O-])ccc2c1=O)Nc1ccc2c(c1)OCO2 | -0.5 | . | 1 | 6 | -8 | 0.9 | 1 | 0.0
COc1ccc(CCC(=O)N2CCN(S(=O)(=O)c3cccc(C(F)(F)F)c3)CC2)cc1OC | -0.5 | . | 3 | -12 | 11 | 5.3 | -1 | 0.0
O=C(C[C@H]1CC[C@@H]2NC[C@H](O)COC[C@H]2O1)NC1Cc2ccccc2C1 | 0.2 | 0 | -2 | 4 | 1 | 1.2 | 4 | 0.0
COc1cccc(NC(=O)N2C[C@@H](O)COC[C@H]3O[C@@H](CC(=O)NCCCN4CCOCC4)CC[C@@H]32)c1 | 0.1 | 7 | -17 | 18 | -2 | 0.1 | 2 | -0.1
Cc1ccccc1S(=O)(=O)NCC[C@H]1CC[C@@H](NC(=O)C2CCCC2)[C@H](CO)O1 | -0.2 | 12 | 0 | 6 | -4 | -4.4 | -5 | 0.0
CCN(C(=O)CSc1nc2cc(C(=O)O)ccc2c(=O)n1-c1ccccc1F)C1CCS(=O)(=O)C1 (stereo not drawn) | -0.1 | -7 | 0 | 1 | 7 | 0.5 | -4 | -0.1
C/C=C/c1cnc2c(c1)C(=O)N([C@@H](C)CO)C[C@@H](C)[C@H](CN(C)S(=O)(=O)c1ccccc1F)O2 | 0.2 | -4 | 7 | -3 | 0 | -0.9 | 21 | 0.1
OCCNCCCCOc1ccccc1F | . | -3 | -3 | 3 | . | . | -5 | .
C[C@@H]1CN([C@@H](C)CO)C(=O)c2cccc(NC(=O)C3CCCCC3)c2O[C@@H]1CN(C)C(=O)Nc1ccccc1 | 0.7 | 3 | 2 | -6 | 2 | -1.4 | 15 | -0.4
CC(C)C(NC(=O)c1ccc(Cl)c([N+](=O)[O-])c1)C(=O)NCc1ccccn1 (stereo not drawn) | -0.2 | -1 | 2 | -6 | -10 | 1.7 | -8 | 0.2
Cc1noc(C)c1NC(=O)Nc1ccc2c(c1)CC(=O)N([C@H](C)CO)C[C@@H](C)[C@@H](CN(C)C(=O)NC1CCCCC1)O2 | 0.1 | -3 | . | 0 | . | 0.6 | . | 0.0
Cc1ccc(S(=O)(=O)N2C(=O)[C@@H]3Cc4ccccc4CN3C2=O)cc1 | 0.0 | -4 | 2 | 21 | -2 | -2.7 | -14 | 0.0
C[C@@H]1CN([C@H](C)CO)C(=O)c2cc(C#CC3CC3)cnc2O[C@H]1CN(C)C(=O)c1ccncc1 | 0.3 | . | . | 1 | . | 2.3 | . | -0.2
O=C(CCn1c(=O)sc2ccccc21)Nc1ccon1 | . | -3 | 3 | 5 | -3 | -0.1 | -12 | .
COC(=O)c1ccc(/C=C2/SC(=S)N(CCC(=O)N3CCOCC3)C2=O)cc1 | . | 13 | -1 | -4 | ? | -0.9 | -6 | 0.0
Cc1ccc(S(=O)(=O)NC(C)C(=O)N2CCOCCOCCOCC2)cc1 (stereo not drawn) | -0.2 | 4 | -5 | 21 | -3 | 0.7 | 0 | 0.4
Cc1cc2c(cc1S(=O)(=O)NC1CCCCC1C)OCC(=O)N2 (stereo not drawn) | 0.5 | -11 | -1 | -1 | -5 | -2.5 | -5 | 0.0
C[C@@H]1CCCCO[C@@H](CN(C)C(=O)Cc2ccccc2)[C@H](C)CN([C@@H](C)CO)C(=O)c2cc(NC(=O)Cc3ccccc3)ccc2O1 | -0.2 | -6 | -2 | -25 | 0 | 3.6 | 8 | -0.1

No enrichment for hits; 3.7% or so of the library scored in one or more.
